# Bioassay records: PubChem, Sanford-Burnham Center for Chemical Genomics
# UBC13 polyUb – blocks human UBC13 polyubiquitin chain formation; P61088; TR-FRET; inhibition, % at 20 µM; hit rate 0.47% among 330,000; in the data active means inhibition above about 45%, passing the limit was not always enough
# Target sequence (P61088 whole entry, looked up): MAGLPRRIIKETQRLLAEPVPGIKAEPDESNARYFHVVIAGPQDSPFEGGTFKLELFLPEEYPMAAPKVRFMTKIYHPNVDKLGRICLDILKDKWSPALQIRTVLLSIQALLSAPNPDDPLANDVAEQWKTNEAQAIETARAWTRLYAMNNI
# APJ agonist – activates the human apelin receptor APJ; P35414; CHO-K1 APJ PathHunter beta-arrestin, luminescence; 0% DMSO wells, 100% apelin; activation, % at 20 µM; AID 2520; hit rate 0.11% among 330,000;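 active means activation more than six SD over the plate average, tested at 20 µM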;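 further: 0% = DMSO alone and 100% = apelin-13 at 10 nM; some results filed as inactive read as strong as hits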
# Target sequence (P35414 whole entry, looked up): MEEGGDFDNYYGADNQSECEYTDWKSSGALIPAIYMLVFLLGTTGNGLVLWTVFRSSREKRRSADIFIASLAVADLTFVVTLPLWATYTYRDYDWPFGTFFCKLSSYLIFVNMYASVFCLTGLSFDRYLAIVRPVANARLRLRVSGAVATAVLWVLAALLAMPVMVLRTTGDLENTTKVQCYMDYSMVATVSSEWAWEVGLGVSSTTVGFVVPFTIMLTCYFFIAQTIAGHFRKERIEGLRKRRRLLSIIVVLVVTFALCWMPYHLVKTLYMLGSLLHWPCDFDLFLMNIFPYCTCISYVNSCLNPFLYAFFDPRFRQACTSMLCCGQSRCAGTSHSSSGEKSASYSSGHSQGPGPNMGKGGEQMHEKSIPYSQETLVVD
#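 Assay system – PathHunter CHO-K1 APJ (AGTRL-1) beta-arrestin reporter cells · Compound – one dose, 20 µM compound, 1% DMSO · Timing – compound 90 min 25 °C, reagent 1 h · Measured by – luminescence from split beta-galactosidase complementation, Galacton Star/Emerald II substrate · Measure – beta-arrestin recruitment to APJ as agonist activity, luminescent signal · Benchmarks – DMSO vs Apelin-13 10 nM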
# ATG4B inh – ATG4B (human) cysteine protease inhibition; hit rate 0.51% among 340,000; inhibition, % at 8.33 µM; ATG4B cleavage of LC3-PLA2, NBD-HPC fluorescence, 1 h; in the data active means inhibition above about 40%
# Gli-Sufu antag – blocks Gli-Sufu signaling in a luciferase reporter; Sufu-KO-LIGHT fibroblasts, Gli luciferase reporter luminescence; inhibition, % at 5 µM; hit rate 0.74% among 340,000;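 active means inhibition above about 55%, limit read from the data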;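 further: 0% = DMSO-treated cells and 100% = wells with medium but no cells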
# APJ antag – antagonists of human APJ apelin receptor. P35414. CHO-K1 APJ beta-arrestin complementation, luminescence. inhibition, % at 20 µM. hit rate 0.32% among 330,000. AID 2521;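 active means inhibition above about 40% at 20 µM, limit read from the data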;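 further: cells challenged with 10 nM apelin-13 agonist together with compound; plate controls were apelin-13 plus DMSO wells for no effect and DMSO wells lacking apelin-13 for full effect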
# CCR6 antag – blocks CCL20-driven beta-arrestin recruitment at human CCR6; P51684; CHO-K1 CCR6 PathHunter beta-arrestin, luminescence, CCL20-stimulated; inhibition, % at 20 µM; hit rate 0.49% among 340,000; AID 493098;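 active means compounds whose inhibition of the agonist-driven luminescence signal at 20 µM reaches about 50%, limit read from the data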;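 further: cells stimulated with CCL20 at 14 nM final; plate controls were DMSO with CCL20 for no effect and DMSO without agonist for full effect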
# Target sequence (P51684 whole entry, looked up): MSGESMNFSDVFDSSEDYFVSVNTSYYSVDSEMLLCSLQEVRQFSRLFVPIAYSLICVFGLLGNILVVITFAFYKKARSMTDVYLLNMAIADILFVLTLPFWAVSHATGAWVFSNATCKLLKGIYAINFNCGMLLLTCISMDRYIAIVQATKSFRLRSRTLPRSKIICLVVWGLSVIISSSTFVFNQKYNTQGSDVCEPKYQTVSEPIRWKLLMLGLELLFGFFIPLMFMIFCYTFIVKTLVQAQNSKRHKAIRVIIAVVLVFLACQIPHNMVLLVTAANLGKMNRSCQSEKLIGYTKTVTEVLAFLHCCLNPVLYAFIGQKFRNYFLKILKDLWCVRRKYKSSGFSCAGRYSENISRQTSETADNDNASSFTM
# EBI2 antag – antagonists of human EBI2 receptor; P32249; EBI2 beta-arrestin recruitment, luminescence, 7a,25-OHC stimulated; inhibition, % at 5 µM; hit rate 0.81% among 360,000; AID 651636; in the data active means inhibition above about 38%;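 further: enzyme fragment complementation signal reports receptor beta-arrestin coupling in cells; 0% = agonist plus DMSO wells and 100% = wells without agonist; some results beyond the cut were filed as inactive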
# CXCR6 inh – inhibitors of human CXCR6 receptor; hit rate 0.36% among 360,000; CHO-K1 PathHunter CXCR6 beta-arrestin, luminescence; O00574; AID 602244; inhibition, % at 20 µM; in the data active means inhibition above about 34%, passing the limit was not always enough;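 further: antagonist mode with CXCL16 agonist at 10 nM final; 0% = 10 nM CXCL16 with DMSO and 100% = unstimulated wells without agonist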
# Active calls of the source: *; . = no result given.
# A first look (2 entries):
SMILES,UBC13 polyUb,APJ agonist,ATG4B inh,Gli-Sufu antag,APJ antag,CCR6 antag,EBI2 antag,CXCR6 inh
OCc1nc2ccccc2n1CCCCOc1ccccc1,2,-4,4,3,-5,2,8,-4
COc1ccc2[nH]c(C(=O)N(C)c3ccc(F)cc3F)cc2c1,-1,1,-2,-4,10,-3,9,-3

# Results (from the top)
SMILES,UBC13 polyUb,APJ agonist,ATG4B inh,Gli-Sufu antag,APJ antag,CCR6 antag,EBI2 antag,CXCR6 inh
OCc1nc2ccccc2n1CCCCOc1ccccc1,2,-4,4,3,-5,2,8,-4
COc1ccc2[nH]c(C(=O)N(C)c3ccc(F)cc3F)cc2c1,-1,1,-2,-4,10,-3,9,-3
Cn1c(=O)c2ncn(CC(=O)NCCOc3ccc(C(C)(C)C)cc3)c2n(C)c1=O,.,.,-3,9,.,-14,2,8
NC(=O)C1CCCN(C(=O)c2ccc(Cl)cc2)C1 (configuration not stated),16,-3,17,2,-4,-2,-4,-4
COc1cccc(C(=O)Nc2cnn(C(C)C)c2)c1,9,-3,11,13,15,12,-1,-5
CC1=NN(C(C#N)c2ccc([N+](=O)[O-])cc2)C(C)(C)C1 (configuration not stated),1,-2,-8,-2,4,3,.,.
CCCCn1c(N)c(N(Cc2ccccc2OC)C(=O)c2cc(CC)c(C)s2)c(=O)[nH]c1=O,-22,-1,-5,2,-40,5,9,8
O=C(NCCCNc1ccc(C(F)(F)F)cc1[N+](=O)[O-])c1ccc(Cl)cc1,-14,-3,-6,-9,14,20,8,9
CN(c1ccccc1)S(=O)(=O)c1cccc(C(=O)Nc2nccs2)c1,4,-3,-3,-18,6,9,0,4
O=C(NCc1ccncc1)C(=O)NCC(c1ccco1)N1CCN(c2ccccc2F)CC1 (configuration not stated),-7,-1,-8,6,-4,0,20,6
COCCCN1C(=O)C(=O)/C(=C(/O)c2ccc(S(=O)(=O)N3CCOCC3)cc2)C1c1ccc(C(C)C)cc1 (configuration not stated),-27,-1,-5,-1,-15,0,-10,3
O=C(c1ccccc1)N1CCN(c2ncnc3sc4c(c23)CCC4)CC1,3,2,9,42,6,0,7,-9

# One compound at a time (already shown):
# NC(=O)C1CCCN(C(=O)c2ccc(Cl)cc2)C1 (configuration not stated) in the list: UBC13 polyUb = 16; APJ agonist = -3; ATG4B inh = 17; Gli-Sufu antag = 2; APJ antag = -4; CCR6 antag = -2; EBI2 antag = -4; CXCR6 inh = -4
# O=C(NCCCNc1ccc(C(F)(F)F)cc1[N+](=O)[O-])c1ccc(Cl)cc1 in the list: UBC13 polyUb = -14; APJ agonist = -3; ATG4B inh = -6; Gli-Sufu antag = -9; APJ antag = 14; CCR6 antag = 20; EBI2 antag = 8; CXCR6 inh = 9
# COc1ccc2[nH]c(C(=O)N(C)c3ccc(F)cc3F)cc2c1 in the list: UBC13 polyUb = -1; APJ agonist = 1; ATG4B inh = -2; Gli-Sufu antag = -4; APJ antag = 10; CCR6 antag = -3; EBI2 antag = 9; CXCR6 inh = -3

# Remaining list, next part
SMILES,UBC13 polyUb,APJ agonist,ATG4B inh,Gli-Sufu antag,APJ antag,CCR6 antag,EBI2 antag,CXCR6 inh
COc1ccc(S(=O)(=O)Nc2ccccc2C(=O)N2CCOCC2)cc1F,0,-3,0,-14,-1,-5,-9,4
CN1C(=O)CC(N2CCN(c3ccc(Cl)c(Cl)c3)CC2)C1=O (configuration not stated),0,-3,4,6,-1,8,-5,-8
Cc1ccc(OCC(=O)Nc2ccc(O)c(C(=O)O)c2)cc1C,14,-3,-6,2,19,6,-19,-7
CCn1cc([N+](=O)[O-])c(C(=O)N2N=C(c3ccc(OC)cc3OC)CC2c2ccccc2O)n1 (configuration not stated),4,-1,-17,-5,8,15,-9,6
COc1cccc(Nc2nc(-c3sc(NC(=O)c4ccccc4)nc3C)cs2)c1,12,4,-1,6,-47,3,9,2
O=C1c2cccc([N+](=O)[O-])c2C(=O)N1c1cccnc1,-1,2,-1,-1,-14,10,-7,-17
CCc1ccc(NC(=O)C(=O)NNC(=O)COc2cccc(OC)c2)cc1,-1,-3,38,-8,-15,-7,-3,-3
O=C(COC(=O)Cc1ccc(Cl)cc1)NCCc1ccccc1,7,-1,7,-1,1,9,12,-1
CNC(=O)c1ccsc1NC(=O)c1ccc2c(c1)CCCC2,10,0,-20,-57,-5,-6,17,-4
COCCSc1ccccc1C(=O)NCc1ccc2c(c1)OCO2,-21,-4,-8,2,-4,1,7,2
CC(C)C(OC(=O)Cn1nnc2ccccc21)C(=O)NC1CCCC1 (configuration not stated),-2,-2,-6,-15,-10,18,4,-4
CCOC(=O)C1Cc2ccccc2C(=O)O1 (configuration not stated),-4,0,14,-18,9,2,-8,1
COCCN(C(=S)Nc1ccccc1OC)C1CCN(C(C)C)CC1,7,-1,4,11,4,2,-11,7
Cc1ccc(-c2nc(NC(=O)CSc3nnnn3-c3ccccc3)ns2)cc1,1,-3,-14,-3,8,40,-2,1
Cc1ccc(-n2nc(C)c(NS(=O)(=O)c3ccccc3)c2C)cc1C,6,-4,7,11,-11,-2,9,-15
C=CCn1c(-c2cnn(-c3ccccc3)c2N)n[nH]c1=S,-1,-3,-6,4,1,-2,-1,4
COc1ccc(Nc2nc(OC)nc(N3CCOCC3)n2)cc1,2,-2,1,7,-17,-1,-1,-6
CC(C)c1ccc(NC(=O)CSc2nc(=O)n(CCN3CCOCC3)c3c2CCC3)cc1,-5,0,-7,-1,7,2,1,3
COc1ccccc1NC(=O)COC(=O)c1oc2ccccc2c1C,2,-9,0,4,-4,7,4,-4
Cn1ncc2c(=O)[nH]nnc21,.,.,-4,-4,.,-2,-3,2
COc1ccc(N=C2S/C(=C\c3ccc(OC(C)C(=O)O)c(OC)c3)C(=O)N2CCc2c[nH]c3ccccc23)cc1 (configuration not stated),-28,-4,58*,6,6,4,8,5
Cc1cccc(N2C(=O)C(O)=C(C(=O)c3cccs3)C2c2ccc(Cl)cc2)n1 (configuration not stated),-9,-2,-4,-9,3,10,4,-7
COc1cc(/C=C2/C(=O)N(C)C(=S)N2C)ccc1OCc1cccc(F)c1,4,-2,1,-2,13,8,10,-13
COc1ccc([C@H]2CC(=O)C=C(c3cc(C)ccc3F)C2)cc1,10,-3,9,-1,1,12,6,-4
O=C(Nc1cccnc1)Nc1cccc([N+](=O)[O-])c1,1,0,-4,-7,12,13,-5,8
O=C(Nc1ccc(N2CCCCCC2)cc1)c1ccc[nH]1,-17,3,-6,-70,3,9,0,-14
O=S(=O)(Nc1ccc(C(F)(F)F)cn1)c1ccccc1,-2,0,-5,3,-14,-1,1,11
O=S(=O)(c1ccccc1)N(Cc1ccccc1)c1ccccn1,6,2,-1,-7,10,0,11,-7
CCOc1ccc(N(CC(=O)Nc2ccccc2C)S(=O)(=O)c2c(C)[nH]c(=O)[nH]c2=O)cc1,-6,-2,-6,7,2,5,-12,-2
O=C(Nc1cccnc1)c1ccc(S(=O)(=O)N2CCCCCC2)cc1,2,-1,1,-6,5,12,0,1
CSc1cccc(CNC(=O)CC2C(=O)NCCN2CC(C)(C)C)c1 (configuration not stated),3,1,27,1,-9,2,9,-1
CN1CCOCCOCCOCCN(C)C1=S,9,-2,0,-7,-22,0,8,-3
CCn1c(-c2cc(-c3ccccc3)sc2N)n[nH]c1=S,-1,2,-7,21,13,11,10,10
Cc1c(F)cccc1NS(=O)(=O)c1ccc(N2CCCC2=O)cc1,.,.,-2,7,.,-7,-1,-3
CCCCN(CC)CCNC(=O)Cn1cc2c(n1)-c1c(oc(C(=O)N3CCCC3)c1C)CC2,-16,-1,-5,20,-32,19,20,5
CCSc1nc2c([nH]c3ccccc32)c(=O)n1C,2,-3,1,4,2,-4,5,-5
O=C(Nc1ccccc1)N1CCCN(c2ccc(C(F)(F)F)cc2[N+](=O)[O-])CC1,0,-5,-2,16,0,13,0,1
CCCOC(=O)C1[C@H]2C(=O)N(CC3CCCO3)C[C@]23C=C[C@H]1O3 (some centres not stated),3,-2,1,7,0,-13,-6,-2
COc1cccc(-c2c(C(=O)N/N=C(\C)COc3ccccc3)nnn2-c2nonc2N)c1,-2,4,-4,-21,-34,8,1,-7
CN=c1scc(-c2cc(OC)ccc2OC)n1/N=C/c1c(C)[nH]c2ccccc12,-3,-2,-10,-3,-6,-4,6,10
CCCN(CC(=O)Nc1ccccc1C)C(=O)Cc1n[nH]c(=O)c2ccccc12,-8,-4,-12,-3,26,-1,3,-2
COc1cc(C(=O)N(C)Cc2cccc(OC)c2OC)ccc1OCC(=O)Nc1cccc(C(F)(F)F)c1,1,4,-15,15,1,4,10,-3
COc1ccc2cc(C3CC(c4ccco4)=NN3S(C)(=O)=O)c(Cl)nc2c1 (configuration not stated),-5,-1,-4,2,-1,16,3,-9
CN(c1ccccc1)S(=O)(=O)c1ccc(C(=O)OCC(=O)N2CCOCC2)cc1,4,0,-3,-1,10,11,-1,-4
O=C(CSc1nnc(SCc2ccccc2)s1)N/N=C/c1c(Cl)cccc1Cl,-8,-2,7,-3,-8,6,17,2
COc1ccc(N(C(=O)c2ccccc2OC)C2C=CS(=O)(=O)C2)c(OC)c1 (configuration not stated),3,-5,-3,-9,9,10,-10,1
Cc1ccn2c(=O)nc(SCC(=O)NCc3ccco3)nc2c1,-18,14,2,-6,-78,5,-7,2
Cc1ccc(C2CC2C(=O)NNC(=S)Nc2cccc(C)c2)cc1 (configuration not stated),-15,-7,1,-11,26,38,4,1
COc1ccc(-c2ccc3c(=O)cc(-c4ccsc4)oc3c2)cn1,14,0,11,-6,1,5,8,-2
CCCC(=O)NC(c1ccco1)c1cc(Cl)c2cccnc2c1O (configuration not stated),-32,2,1,-6,-2,21,27,-2
CCN1CCN(C(=S)c2ccc(SC)cc2)CC1,-5,-4,4,-12,2,-4,-4,-1
CCC(=O)OC1(C)C(=O)C=C2C=C(c3ccsc3)OC=C2C1=O (configuration not stated),-49,3,82*,-6,-32,4,0,-14
CC(=O)Nc1ccc(SCC(=O)OCC(=O)NC(=O)NCCC(C)C)cc1,0,-2,-4,-5,-7,-6,-1,-2
Cc1cccc[n+]1CC(=O)c1ccc2c(c1)OCCO2,-13,-4,-1,-3,14,4,-2,-2
CCOC(=O)N1CCN(C2=Nc3cccc4cccc2c34)CC1,-12,4,-5,3,-15,13,4,-5

# Compounds were not picked by outcome; 3% or so of the library scored in one or more.
